Screens as filed in PubChem.
Growth percent in the NCI-60 one-dose screen (48 h, 10 µM unless noted): 100 = growth as untreated, 0 = no growth, -100 = all killed.
MCF7: MCF7 breast cancer; 6.3% of 82,000 active; AID 1794796; active means growth percent below 10
An asterisk follows results filed as active; & = joins results of further samples; [ ] = another dose, or the depositor's remark. A portion of the library; rates above refer to the full screens.

N#CCN1C(=O)C(Cc2ccccc2)N=C(c2cccc(O)c2)c2ccc(Cl)cc21 (stereo unspecified) was read as MCF7 100[30 µM].
For CN(N)/N=N/c1nc[nH]c1[N+](=O)[O-] the results were MCF7 35&70[100 µM].
Screening CCCCCN1C(=O)C(CO)N=C(c2ccc(O)cc2)c2cc(Cl)ccc21 (stereo unspecified) returned MCF7 93[30 µM].
N[C@@H](Cc1ccccc1)C(=O)N1CCC[C@@H]1P(=O)(Oc1ccccc1)Oc1ccccc1 was read as MCF7 94&58[100 µM].
For CCCCCN1C(=O)C(C(C)C)N=C(c2cccc(O)c2)c2ccc(Cl)cc21 (stereo unspecified) the results were MCF7 91[30 µM].
O=C(O)CCC1N=C(c2ccc(O)cc2)c2cc(Cl)ccc2NC1=O (stereo unspecified) was read as MCF7 92[30 µM].
`O=C(O)CN1C(=O)C(Cc2ccccc2)N=C(c2cccc(O)c2)c2ccccc21` (stereo unspecified) gave MCF7 79[30 µM].
CC(=O)C1(O)CCC2(O)C3(O)CC=C4CC(O)CCC4(C)C3CC(OC(=O)c3ccc(O)cc3)C12C (stereo unspecified) was read as MCF7 53&64[100 µM].
For COc1c2c(cc3c1OCO3)C13C=CC(OC)CC1N(CC3)C2 (stereo unspecified) the results were MCF7 71&76[100 µM].
For O=C(O)CN1C(=O)CN=C(c2cccc(O)c2)c2ccccc21 the results were MCF7 91[30 µM].
N#CCN1C(=O)C(Cc2ccc(O)cc2)N=C(c2cccc(O)c2)c2ccc(Cl)cc21 (stereo unspecified) was read as MCF7 92[30 µM].
`NC(=O)CN1C(=O)C(Cc2ccccc2)N=C(c2ccc(O)cc2)c2cc(Cl)ccc21` (stereo unspecified) gave MCF7 90[30 µM].

Looked up one by one from above, two records:
N#CCN1C(=O)C(Cc2ccc(O)cc2)N=C(c2cccc(O)c2)c2ccc(Cl)cc21 (stereo unspecified) was read as MCF7 92[30 µM].
CC(=O)C1(O)CCC2(O)C3(O)CC=C4CC(O)CCC4(C)C3CC(OC(=O)c3ccc(O)cc3)C12C (stereo unspecified) was read as MCF7 53&64[100 µM].

Part of the list above in order of length of the SMILES, rising.
For O=C(O)CN1C(=O)CN=C(c2cccc(O)c2)c2ccccc21 the results were MCF7 91[30 µM].
For CCCCCN1C(=O)C(C(C)C)N=C(c2cccc(O)c2)c2ccc(Cl)cc21 (stereo unspecified) the results were MCF7 91[30 µM].
N#CCN1C(=O)C(Cc2ccccc2)N=C(c2cccc(O)c2)c2ccc(Cl)cc21 (stereo unspecified) was read as MCF7 100[30 µM].
